Fibroblast inh: blocks proliferation of human lung fibroblasts; LL 47 human lung fibroblast viability, ATP luminescence; active compounds read low; hit rate 1.1% among 85,000; viability, % at 10 µM;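 active means viability at or below 50% in the single dose screen; inactive means viability above 50%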;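 further: compound exposure lasted 72 h before the ATP readout; 100% = median luminescence of untreated cell-only wells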
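Assay system: human lung fibroblast line LL 47, low passage. Input: 1,150 fibroblasts seeded per well. Times: overnight cell rest, 72 h compound treatment at 37 °C. Evaluation: % viability of median cell-only signal. Technique: luminescent ATP detection, CellTiter-Glo. Control set: cell-only wells, no compound.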
HUVEC prolif 384: inhibitors of human endothelial cell proliferation | HUVEC proliferation, CellTiter-Glo luminescence, 72 h; active compounds read low | viability, % at 10 µM (by protocol) | hit rate 1.1% among 86,000 | AID 648;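 active means viability at or below 30%; inactive means viability above 30%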;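 further: 100% = median luminescence of DMSO-only cell control wells on each plate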
H69AR growth 86K: growth inhibitors of human H69AR lung tumor cells; hit rate 6% among 85,000; H69AR lung tumor viability, ATP luminescence, 72 h; active compounds read low; AID 598; viability, % at 10 µM;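 active means viability at or below 40%; inactive means viability above 40%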;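 further: multidrug resistant small cell line overexpressing MRP-1 efflux transporter; 100% = mean luminescence of untreated control wells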
S1P2 antag: blocks the human S1P2 receptor. AID 736. O95136. hit rate 0.21% among 97,000. cell-based S1P2 antagonist assay, inhibition at 5 uM. inhibition, % at 5 µM; in the data active means inhibition above about 45%;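 further: CRE beta-lactamase reporter cells expressing human S1P2 stimulated with S1P; 0% = agonist at EC80 alone and 100% = agonist plus reference antagonist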
Target sequence (O95136 whole entry, looked up): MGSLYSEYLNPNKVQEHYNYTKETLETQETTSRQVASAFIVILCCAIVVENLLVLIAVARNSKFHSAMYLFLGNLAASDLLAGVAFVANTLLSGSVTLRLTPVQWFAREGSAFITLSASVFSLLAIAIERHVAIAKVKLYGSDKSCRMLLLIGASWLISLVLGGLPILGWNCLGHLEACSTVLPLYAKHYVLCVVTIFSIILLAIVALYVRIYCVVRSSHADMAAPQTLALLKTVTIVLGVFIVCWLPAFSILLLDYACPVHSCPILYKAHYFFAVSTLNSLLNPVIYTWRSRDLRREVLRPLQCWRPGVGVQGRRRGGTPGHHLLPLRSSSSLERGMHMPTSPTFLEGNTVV
LYP act: LYP (human) phosphatase activation; Q9Y2R2; recombinant LYP, DiFMUP fluorescence; 0 = plate median, 100 = signal doubled; activation, % at 2 µM; hit rate 0.11% among 96,000; AID 697;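 active means activation at 2 µM above a set limit, the mean plus 5 SD, cut at about 37% in these data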
PostGolgi ctrl: yeast control strain growth, post-Golgi counter-screen. AID 738. efflux-deficient yeast background strain, growth absorbance A615, 16 h. hit rate 5% among 98,000. inhibition, % at 10 µM; in the data active means inhibition above about 30%
sEH inhibitor: inhibitors of human soluble epoxide hydrolase; inhibition, % at 2 µM; hit rate 0.34% among 91,000; AID 707; P34913; recombinant human sEH enzymatic activity assay; in the data active means inhibition above about 80%; further: values of inactives mirror those of a sister screen read the other way; many of its hits are not listed in these tables
Target sequence (P34913 whole entry, looked up): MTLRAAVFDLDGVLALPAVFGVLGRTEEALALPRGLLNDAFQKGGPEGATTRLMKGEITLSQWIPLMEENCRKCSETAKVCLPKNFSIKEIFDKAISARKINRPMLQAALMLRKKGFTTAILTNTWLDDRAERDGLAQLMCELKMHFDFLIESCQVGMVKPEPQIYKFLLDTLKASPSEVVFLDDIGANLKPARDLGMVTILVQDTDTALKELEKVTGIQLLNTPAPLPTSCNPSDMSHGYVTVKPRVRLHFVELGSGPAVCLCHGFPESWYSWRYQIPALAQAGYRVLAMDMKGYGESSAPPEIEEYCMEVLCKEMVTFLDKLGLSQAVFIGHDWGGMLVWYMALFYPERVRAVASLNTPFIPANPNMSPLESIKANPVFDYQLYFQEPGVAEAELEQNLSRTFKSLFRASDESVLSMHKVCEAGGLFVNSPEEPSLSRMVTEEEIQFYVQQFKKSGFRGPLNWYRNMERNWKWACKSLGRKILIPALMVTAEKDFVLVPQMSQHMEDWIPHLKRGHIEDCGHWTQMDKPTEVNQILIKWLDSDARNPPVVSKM
S1P2 ag: S1P2 (human) receptor agonism; activation, % at 4.5 µM; hit rate 0.46% among 97,000; O95136; S1P2-expressing cell line, agonist reporter read-out; AID 729; in the data active means activation above about 16%;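 further: 0% = vehicle low control and 100% = maximal reference agonist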
sEH activator: soluble epoxide hydrolase (human) activation. activation, % at 2 µM. AID 717. hit rate 0.04% among 91,000. P34913. purified human sEH enzymatic activity, activator screen; in the data active means activation above about 37%; further: values of inactives mirror those of a sister screen read the other way
* marks the source's active call; other numbers are inactive results; . = not tested or not shown. These rows are one share of the data, so the mix of outcomes need not match the whole.

SMILES	Fibroblast inh	HUVEC prolif 384	H69AR growth 86K	S1P2 antag	LYP act	PostGolgi ctrl	sEH inhibitor	S1P2 ag	sEH activator
O=C(O)C1CSC2(c3ccc4c(c3)OCCO4)CCC(=O)N12 (configuration not stated)	105	112	109	1	-7	3	3	-8	-4
Cc1nc2cc(-c3ccc(Cl)cc3)nn2c(C)c1CCC(=O)NCc1ccco1	101	85	103	7	-7	32*	-3	-9	0
CC1(C)CC(=O)C=C(Nc2ccc(S(N)(=O)=O)cc2)C1	105	99	96	-13	-10	-9	-1	-11	1
CNc1csc(C)c(C)c1=O	105	91	88	10	7	5	.	-2	.
COc1ccc(CNC(=O)C2CCN(S(=O)(=O)c3ccc(-c4nn[nH]n4)cc3)CC2)cc1	98	94	96	14	1	4	17	-3	-19
c1ccc(-c2nnc(SCc3nnc(-c4cccs4)o3)o2)cc1	102	95	64	-20	9	9	-5	-3	2
CC(=O)Nc1ccc(S(=O)(=O)NCc2cn3c(C)csc3n2)cc1	98	102	95	6	4	10	-15	-8	15
COc1cc(OC)c(NC(=O)c2ccoc2C)cc1Cl	91	88	72	-7	-2	4	-12	-7	16
CCOC(=O)N1CCN(C(=O)CSc2nnc(Cc3cccn3C)n2CCc2ccccc2)CC1	100	87	84	9	3	7	1	-5	-2
O=C(NCc1ccccc1F)C1CCN(C(=O)NCc2ccccc2)CC1	92	99	119	10	-1	2	4	-2	-4
S=C(NCCc1ccccc1)Nc1ccc(Cl)cc1Cl	.	.	.	2	-5	4	18	-6	-16
COc1ccc(NS(=O)(=O)c2ccc(SC)cc2)c(OC)c1	85	87	71	-16	6	13	6	-7	-4
Clc1ccc2nc(CSc3nnc4ccccn34)cn2c1	104	95	91	8	-5	16	-9	-7	7
Cc1nc2ncnn2c(C)c1CCC(=O)N1CCN(c2ccccn2)CC1	93	91	65	.	.	-6	.	.	.
Cc1nn(CC#N)c(=O)n1-c1ccc(F)cc1	100	94	97	2	4	0	6	-2	-6
COC(=O)CN(c1nc(C)cc(OC)n1)S(=O)(=O)c1ccc(C)cc1	92	109	95	.	.	2	.	.	.
O=[N+]([O-])c1cc(C(F)(F)F)ccc1NCCc1c[nH]c2ccc(O)cc12	.	.	.	-20	0	55*	-2	-7	2
COc1ccc(CN2CCN(S(=O)(=O)c3ccccc3)CC2)cc1Br	.	.	.	-8	-7	29	0	-5	1
OC(CNCc1ccco1)Cn1c2ccc(Br)cc2c2cc(Br)ccc21 (configuration not stated)	.	.	.	15	-4	99*	-2	-3	3
O=C(CSc1ncn[nH]1)NCCCc1ccccc1	104	97	100	18	3	9	.	-4	.
Cc1cccc(-n2c(C)n[nH]c2=S)c1	.	.	.	16	-3	2	4	-3	-2
COc1cc2c(C(=O)NC3CCCCCC3)cn(C)c(=O)c2cc1OC	102	94	50	-21	0	6	-8	4	10
CC1Cc2ccccc2N1Cc1nc2scc(-c3cccs3)c2c(=O)[nH]1 (configuration not stated)	.	84	89	4	0	27	.	-6	.
COc1ccc(CNC(=O)c2ccc(S(=O)(=O)N3CCCC3)cc2)cc1OC	99	87	93	13	-13	3	16	-3	-13
Cc1cccc(Nc2nnc(-c3ccc(C(=O)N4C[C@H]5C[C@H](C4)c4cccc(=O)n4C5)cc3)c3ccccc23)c1	93	93	76	-13	3	16	9	-6	-7
Clc1cccc(Cl)c1COc1ccncc1	95	97	101	3	4	2	3	-4	0
COc1ccccc1Cn1nnc2c(=O)[nH]c(C3CCN(C(=O)c4ccc(F)cc4)CC3)nc21	95	82	76	-27	13	4	-4	-3	5
CC1CCN(c2oc(Cc3cccc4ccccc34)nc2C#N)CC1	90	104	79	3	3	18	14	-1	-13
COc1ccc(N(CN2C(=O)C3CC=CCC3C2=O)C(=O)c2ccco2)cc1 (configuration not stated)	.	.	.	-2	8	9	3	-7	-3
Cc1ccc(C(C)C)cc1C(=O)CC1(O)C(=O)N(C)c2ccccc21 (configuration not stated)	93	89	83	6	-1	-7	4	-7	-3
CCn1c(=N)c(S(=O)(=O)c2ccc(F)cc2)cc2c(=O)n3ccccc3nc21	93	90	73	-13	2	25	1	34*	-1
COc1ccc(C2NC(=O)NC(C)=C2C(=O)Nc2cccc(C)c2C)cc1 (configuration not stated)	105	90	92	18	-11	5	-13	-5	12
Cc1cccc(N(CC(=O)NCc2ccc3c(c2)OCO3)C(=O)CCC(=O)Nc2ccccn2)c1	96	100	89	11	-1	-1	6	-5	-8
O=C(CN1CCN(Cc2ccccc2)C1=O)NCCCN1CCOCC1	100	94	102	4	-4	-1	6	-1	-9
CCc1ccc(C(=O)COC(=O)CNC(=O)c2ccc(N3C(=O)c4ccccc4C3=O)cc2)cc1	.	.	.	-1	6	6	1	-1	-2
Cn1cc(Cl)c(C(=O)N/N=C/c2ccc(OS(=O)(=O)c3ccccc3)cc2)n1	106	87	88	19	6	.	11	-5	-10
CC1CCN(S(=O)(=O)c2ccc(-c3nnc(SCc4cccnc4)o3)cc2)CC1	92	91	59	-15	-12	5	-3	0	5
CCOc1ccc2nc(NC(=O)CSc3nc4c(c(=O)n(C)c(=O)n4C)n3C(C)C)sc2c1	100	8.9*	30*	.	.	19	.	.	.
COc1ccccc1C1(O)CC2CCC(C1)N2S(=O)(=O)c1ccc(C(C)=O)cc1 (configuration not stated)	101	89	72	-5	-1	9	12	-5	-13
N#Cc1cccc(C(c2nnnn2CCc2ccccc2)N2CCN(C3CCCCC3)CC2)c1 (configuration not stated)	95	81	74	1	-4	7	0	-7	2
CCOc1ccccc1CN1CCN(S(=O)(=O)CC)CC1	99	82	100	11	7	1	5	-9	-4
CCOC(=O)c1cncc(NC(=O)c2ccccc2)c1	.	.	.	-17	13	-1	-2	-2	1
CCCCCCSc1nc(O)c(C2OC(=O)c3c2ccc(OC)c3OC)c(=O)n1CC (configuration not stated)	107	98	100	-14	-2	-6	-19	-7	16
COc1ccc(/C=N/n2c(SC)nnc2-c2ccccc2)c(OC)c1OC	60	43	30*	-25	-11	6	-1	3	0
CCOc1cc(/C=C2/C(=O)N(c3ccccc3)N=C2C)ccc1OC(=O)c1cccs1	.	.	.	12	-4	1	-7	-5	8
CCC(c1nnnn1C1CCCC1)N(Cc1cccs1)Cc1cc2cccc(C)c2[nH]c1=O (configuration not stated)	102	76	41	0	-18	39*	3	-6	-3
O=C(CCCn1c(SCC(=O)c2ccc(Cl)cc2)nc2ccccc2c1=O)NCc1ccco1	70	59	87	14	10	12	-16	-3	16
C[C@H](N)c1nnc(SCC(=O)c2ccc(Cl)cc2)o1	97	95	86	-6	-6	3	-9	-1	9
COc1ccc(CCC(=O)Nc2ccc(-c3noc(-c4ccc(OC)c(OC)c4)n3)cc2)cc1	98	94	78	-11	7	-1	4	-1	0
Cc1nn(Cc2ccccc2)c(C)c1NC(=O)c1cc2nc(-c3ccco3)cc(C(F)(F)F)n2n1	96	95	50	-11	-10	29	-3	-6	4

(list continues)
SMILES	Fibroblast inh	HUVEC prolif 384	H69AR growth 86K	S1P2 antag	LYP act	PostGolgi ctrl	sEH inhibitor	S1P2 ag	sEH activator
O=C(Cn1nnc(-c2cccc(C(F)(F)F)c2)n1)N1CCCCCC1	102	124	86	-4	-23	-5	-2	-2	0
Cc1cc(C(=O)COC(=O)c2csc3c2CCCC3)c(C)n1C	91	98	93	14	20	8	.	-5	.
CC(C)NC(=O)CSc1nnc(C2CC2)n1-c1ccccc1	104	98	93	-1	-7	1	-4	-4	5
Cc1ccc2c(n1)CC(C)(C)CC2=O	.	.	.	7	13	0	4	-2	-3
CCOC(=O)c1ccc(N2C(=O)CC(Nc3ccc(CCO)cc3)C2=O)cc1 (configuration not stated)	100	100	99	-3	-9	1	7	3	-7
C=C(C)Cn1c(C(C)NC(=O)CCC)nc2ccccc21 (configuration not stated)	93	80	90	.	.	-2	.	.	.
O=C(N/N=C/c1ccc(Sc2nc3ccccc3s2)c([N+](=O)[O-])c1)c1ccccn1	.	.	.	6	-4	-2	3	-8	0
N=C1C(c2ccc(Br)cc2)=C(O)C2CCc3ccccc3N12 (configuration not stated)	94	97	43	21	-4	6	9	-6	-9
CCCCCNCc1ccc(Br)cc1	.	.	.	-3	6	9	-4	-2	4
CCOC(=O)c1ccc(CSc2nnc(-c3ccncc3)n2N)cc1	102	97	.	11	-4	-5	-9	-2	4

An excerpt from above in order of count of non-hydrogen atoms, high to low.
SMILES	Fibroblast inh	HUVEC prolif 384	H69AR growth 86K	S1P2 antag	LYP act	PostGolgi ctrl	sEH inhibitor	S1P2 ag	sEH activator
CCOC(=O)N1CCN(C(=O)CSc2nnc(Cc3cccn3C)n2CCc2ccccc2)CC1	100	87	84	9	3	7	1	-5	-2
O=C(CSc1ncn[nH]1)NCCCc1ccccc1	104	97	100	18	3	9	.	-4	.
Cc1nn(CC#N)c(=O)n1-c1ccc(F)cc1	100	94	97	2	4	0	6	-2	-6

The list continues:
SMILES	Fibroblast inh	HUVEC prolif 384	H69AR growth 86K	S1P2 antag	LYP act	PostGolgi ctrl	sEH inhibitor	S1P2 ag	sEH activator
CCCCCC(=O)N/N=C/c1cccs1	.	.	.	-8	-1	1	11	3	-7
Cc1cccc(C(=O)NNC2=C(C(=O)C(F)(F)F)CCC2)c1O	65	37	25*	-8	-12	5	14	-3	-15
Cn1c(=O)n(CCc2ccccc2)c(=O)c2c1nc1n2CCCN1CCc1ccccc1	46*	3.7*	92	-9	-4	37*	-19	-6	17
COc1ccc(NC(=O)c2ccccc2NC(=O)CSc2ccc(C)cc2)cc1	.	.	.	-5	3	9	-9	-6	10
CC(=O)C1CCN(Cc2ccccc2)CC1	106	99	80	-18	6	-2	7	-3	-6
Cc1ccc(C(=O)Cn2cnc3ccccc3c2=O)cc1	99	96	102	-27	-1	.	4	-2	1
COc1ccccc1Cc1nc(-c2ccc(C)cc2)no1	98	110	95	-8	-16	-5	-12	-5	10
CCc1ccc(N=CC23c4ccccc4C(c4ccccc42)C2C(=O)N(c4ccc(OC)cc4)C(=O)C23)cc1 (configuration not stated)	.	.	.	16	-7	13	2	-8	-4
CC(=O)NC1=NN(C(C)=O)C(C)(c2cccs2)S1 (configuration not stated)	57	76	28*	17	1	.	9	-5	-8
Cc1nnc(NC(=O)CSc2cn(CCNC(=O)c3ccccc3)c3ccccc23)s1	93	70	75	0	8	5	6	-3	-7
O=C(CS(=O)(=O)c1c[nH]c2ccccc12)NC1CCCCC1	105	104	88	19	2	1	3	-4	-2
CCCn1nnnc1SCC(=O)NCc1ccc2c(c1)OCO2	97	96	87	11	2	-4	6	-9	-6
CCC1c2ccc(C)n2CCN1C(=O)Nc1cc(Cl)ccc1OC (configuration not stated)	95	84	73	-3	4	-7	10	-5	-6
Cc1nnc(SCC(=O)N(C(C)C)C(C)C)nc1C	.	.	.	9	6	11	-8	-8	11
CC(C)(C)C(=O)NC1CCN(S(C)(=O)=O)CC1	97	100	100	-2	20	.	2	0	3
COc1ccc(OC)c(S(=O)(=O)Nc2ccccc2C(=O)O)c1	96	95	91	-6	-9	11	6	-4	-4
COCCNC(=O)CS(=O)(=O)Cc1nc(-c2ccc(C)cc2)oc1C	100	105	94	9	.	1	.	-2	.
CSC1=NCCN1C(=O)COc1ccc2ccccc2c1	98	79	84	-6	5	8	-11	-3	10
COC(=O)c1cccc(NC(=O)CCCOc2ccccc2)c1	97	87	95	23	1	-10	8	-2	-6
COc1ccccc1C/C(N)=N/OC(=O)COc1ccc2ccccc2c1	.	.	.	10	-10	0	-1	-3	3
O=C1Nc2ccc(S(=O)(=O)N3CCCC3)c3ccc(S(=O)(=O)N4CCCC4)c1c23	91	99	72	-12	-7	7	-4	-5	7
COc1ccc(C)cc1NC(=S)NNC(=O)c1ccccc1Cl	105	93	104	1	-4	10	1	-3	-1
CCCc1ccc(-c2csc(NC(=O)Cc3cccs3)n2)cc1	90	94	66	-10	-4	-5	-13	-4	16
Cc1ccc2cc(C)c3nnc(SCC(=O)NCc4ccco4)n3c2c1	93	98	49	-1	-1	4	-4	-2	4
COc1ccc(C(=O)Nc2c(F)c(F)c(F)c(F)c2F)c(OC)c1	101	97	102	0	2	1	-1	-1	1

High-throughput results (PubChem BioAssay)
